# Assay outcomes deposited in PubChem by National Center for Advancing Translational Sciences (NCATS).
# Coupling enz – coupling enzyme interference in Giardia aldolase counter-screen | coupling enzyme system counterscreen, AmpLite Red fluorescence | activity change, negative = inhibition, % at 58.2 µM, hits read low | 290,000 tested, 0.67% active; in the data active = activity change below about -30%; note: % is set by controls: 0 for no effect and ±100 for the full control effect
#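 Compounds tested against the coupling enzymes alone at 57.5 uM final; readout was AmpLite Red fluorescence (525/598 nm) after 20 min at RT.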
# GALK inhibitor – blocks human galactokinase activity | Potency, µM (titrated, usually from 57.5 µM), for the others: at the highest dose activity change, negative = inhibition, actives largely listed as inhibitors | AID 1868 | Purified GALK, Kinase-Glo residual ATP luminescence | 270,000 tested, 0.007% active | P51570; note: potency is the fitted concentration of half-maximal effect; % is set by controls: 0 for no effect and ±100 for the full control effect
# Target sequence (P51570 whole entry, looked up): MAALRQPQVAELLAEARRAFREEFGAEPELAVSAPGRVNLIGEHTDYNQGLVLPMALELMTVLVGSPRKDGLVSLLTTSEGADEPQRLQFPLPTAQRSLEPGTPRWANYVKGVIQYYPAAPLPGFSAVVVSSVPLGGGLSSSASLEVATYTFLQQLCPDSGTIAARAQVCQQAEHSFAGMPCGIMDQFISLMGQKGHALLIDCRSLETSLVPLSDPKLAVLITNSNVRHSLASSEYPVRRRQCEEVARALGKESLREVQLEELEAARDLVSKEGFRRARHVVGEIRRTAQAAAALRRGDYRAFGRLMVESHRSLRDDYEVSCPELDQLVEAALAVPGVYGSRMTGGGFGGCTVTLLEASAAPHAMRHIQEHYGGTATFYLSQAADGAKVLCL
#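 5 nM enzyme, 35 uM ATP, 100 uM galactose, 20 mM HEPES pH8.0, 5 mM MgCl2; 1 h RT; residual ATP by Kinase-Glo Plus luminescence, qHTS format.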
# Giardia killer – Giardia lamblia killing. Giardia lamblia trophozoite viability. activity change, % at 7.66 µM, hits read low. 340,000 tested, 0.15% active; in the data active = activity change below about -80%; inconclusive = between about -30% and that limit;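 note: parasites exposed to compound for two days anaerobically before the ATP read; % is set by controls: 0 for no effect and ±100 for the full control effect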
#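 Anaerobic 48 hrs incubation at 37 deg C of 100 trophozoites/well with test compounds; ATPLite 1-Step luminescence, 15-30 min RT, reports cellular ATP as viability.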
# TCR activator – activates T cell receptor signaling. 330,000 tested, under 10 active. Potency, µM (doses to about 9.22 µM), without a hit: at the top dose activation of IL-2 secretion, most hits filed as activators. AID 504894. primary human leukocytes, anti-CD3, IL-2 HTRF, 48 h; note: % of control where 0% means no effect
#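 48 hr co-incubation of compounds, a-CD3 beads and primary human leukocytes; IL-2 quantified homogeneously by HTRF with anti-IL-2 K and d2 conjugates.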
# AT treatment – candidate therapy for ataxia-telangiectasia. Potency, µM (titrated, usually from 57.5 µM), without a hit: at the highest dose activation, usual class: activators. 320,000 tested, 0.19% active. AID 485349. […] A-T fibroblasts, KAP-1 phosphorylation AlphaLISA; neocarzinostatin DNA damage 30 min before lysis; note: potency is the fitted concentration of half-maximal effect; % of control where 0% means no effect; nearly all actives have a fitted effect of over 45% in size
#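 ATM-like activity read as KAP-1 phosphorylation via AlphaLISA donor/acceptor antibody pairs after lysis and 6 hr at 25C. Cells were ATM-null patient fibroblasts ([…], hTERT), dosed 60 min, then exposed to the DSB inducer NCS for 30 min.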
# TSHR antag – antagonists of human thyroid stimulating hormone receptor | TSHR-expressing cells, TSH-stimulated cAMP HTRF, 2 h; hits give low values | activity change, negative = inhibition, % at 11.5 µM | 330,000 tested, 0.2% active;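 active = activity change below a set negative limit, meaning inhibition stronger than a set level, cut at about -70% in these data; inconclusive = activity change between two set negative limits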; note: % is set by controls: 0 for no effect and ±100 for the full control effect
#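 Cell-based HTRF cAMP assay; TSHR cells + compound, TSH EC80 (4nM final), 2 h, 37 deg C. Lysis with anti-cAMP cryptate and cAMP-d2, 30 min RT, read 665/620 nm.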
# KCNH2 WT inh – inhibitors of human wildtype KCNH2 potassium channel. Q12809. U2OS, BacMam KCNH2, thallium flux FluxOr; hits give low values. activity change, % at 1.84 µM. 340,000 tested, 0.37% active. AID 720551;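 active = maximum activity change below -70%; inconclusive = maximum activity change between -70% and -50%; inactive = maximum activity change above -50%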; note: % is set by controls: 0 for no effect and ±100 for the full control effect
#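 U2OS cells transduced with wild-type KCNH2 virus are loaded with FluxOr dye for 45 min, and thallium flux is measured in kinetic reads before and after stimulation buffer. Rate constants are normalized to DMSO controls.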
# Tb PFK block – blocks T. brucei phosphofructokinase. T. brucei PFK, ADP-Glo luminescence. Potency, µM (doses to about 57.5 µM), for the others: top-dose activity, negative = inhibition, actives largely listed as inhibitors. 330,000 tested, 0.17% active;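 note: potency is the fitted concentration of half-maximal effect; 0% = uninhibited 1x PFK enzyme wells and -100% = no-enzyme wells; nearly all actives have a fitted effect of over 60% in size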
# Target sequence (O15648 whole entry, looked up): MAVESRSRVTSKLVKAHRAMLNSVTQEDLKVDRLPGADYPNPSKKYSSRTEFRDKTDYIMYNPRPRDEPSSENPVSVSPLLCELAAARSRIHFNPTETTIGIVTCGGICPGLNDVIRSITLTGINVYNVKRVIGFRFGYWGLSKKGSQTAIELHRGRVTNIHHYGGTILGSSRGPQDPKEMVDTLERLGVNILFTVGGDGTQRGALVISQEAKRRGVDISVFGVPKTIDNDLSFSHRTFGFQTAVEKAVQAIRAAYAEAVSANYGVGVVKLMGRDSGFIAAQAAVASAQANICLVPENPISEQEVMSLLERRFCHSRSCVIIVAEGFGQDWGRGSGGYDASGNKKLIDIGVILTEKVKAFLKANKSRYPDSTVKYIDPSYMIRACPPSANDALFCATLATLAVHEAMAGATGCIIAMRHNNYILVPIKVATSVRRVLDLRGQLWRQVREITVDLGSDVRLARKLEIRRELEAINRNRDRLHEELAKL
#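 ADP-Glo luminescence quantified ADP after 45 min at room temperature, with 1.25 nM T. brucei PFK, 0.1 mM ATP and 0.5 mM fructose-6-phosphate in pH 8.0 TEA buffer. qHTS titrations up to 57 µM; curves classified by quality.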
# Chronic BCR inh – blocks chronic active B-cell receptor signaling. ABC-DLBCL IkBa-CBG/CBR reporter, luminescence ratio, 4 h. Potency, µM (highest dose often 46.1 µM), without a hit: top-dose ratio change, negative = lower green/red ratio, actives largely listed as inhibitors. 340,000 tested, 0.05% active. AID 493014; active = well fitted inhibition curve with a large enough effect in the signal ratio, with a control signal flat, not every such curve was filed as active; inconclusive = small, poorly fitted or top-dose-only effect, or effect the other way, or a change in a side signal; the % refers to the signal ratio;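 note: potency is the fitted concentration of half-maximal effect; plate controls were basal doxycycline-induced cells for no effect and cells given 10 µM MG132 for full effect; MG132 reads +100%, hits lower the ratio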
#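 TMD8 ABC-DLBCL cells carrying doxycycline-inducible green luciferase fused to IkappaBalpha plus unfused red luciferase were exposed to compounds (up to 46 uM) for 4 hrs at 37C. Activity came from the overlap-corrected green/red luminescence ratio.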
# MLL CXXC-DNA inh – inhibitors of human MLL CXXC domain-DNA interaction; Potency, µM (titrated, usually from 115 µM), for the others: at the top dose activity change, negative = inhibition, hits mostly inhibitors; 290,000 tested, 0.037% active; Q03164; MLL-CXXC / FITC-HOXA9 DNA fluorescence polarization; active = well fitted inhibition curve with a large enough effect in the polarisation, with a control signal flat, not every such curve was filed as active; inconclusive = small, poorly fitted or top-dose-only effect, or effect the other way, or a change in a side signal; inactive = no such curve, though single readings can be large or run the other way; the % refers to the polarisation; note: potency is the fitted concentration of half-maximal effect
#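 Steps: dispense CXXC domain solution (7 uM) → pin compounds or unlabeled HOX-A9 DNA control → 5 min ambient → add FLSN-HOX-A9 solution (50 nM) → spin → 30 min ambient → fluorescence polarization. Tris pH 7.5/NaCl/DTT/BSA buffer.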
# An asterisk follows results filed as active; u = inconclusive; x = no result given; [ ] = remark or other dose. Unless noted, calls come from the whole dose curve; as a rule, active = well fitted curve in the direction sought with a large enough effect; inconclusive = small, poorly fitted or top-dose-only effect, or another doubt; inactive = no such curve, though single readings can be large; an effect the other way counts as inactive or inconclusive.
SMILES,Coupling enz,GALK inhibitor,Giardia killer,TCR activator,AT treatment,TSHR antag,KCNH2 WT inh,Tb PFK block,Chronic BCR inh,MLL CXXC-DNA inh
CCOc1cc(N2CCOCC2)c(OCC)cc1NC(=O)c1ccc2ccccc2n1,-9,-2%,-11,-1%,3%,17,15,1%,-1%,5%
O=C(NNC(=O)C(Cl)Cl)c1cnn(-c2ccccc2)c1C(F)(F)F,4,0%,27,-1%,3%,7,-16,-6%,5%,4%
Cc1ccc(N2CC(C(=O)NCCc3ccc(S(N)(=O)=O)cc3)CC2=O)cc1 (stereo not drawn),-1,-1%,11,-18%,12%,6,2,-3%,9%,8%
CCCCCCCCCCCC(=O)c1c(O)cccc1O,-1,12%,35[activator],15%,u,u,-6,-1%,u,25%
O=C(NNc1nc2ccc(Cl)cc2s1)c1cc(-c2cccs2)nc2ccccc12,0,x,5,-24%,-4%,0,-2,3%,u,11%
O=C1c2cccnc2C(Nc2ccc(Cl)cc2)N1Cc1cccs1 (stereo not drawn),7,-1%,1,-3%,12%,2,4,-3%,u,4%
O=C(Nc1cccc(NC(=O)c2ccc(-c3ccc(Br)cc3)o2)c1)c1ccccc1,3,0%,-17,4%,0%,4,-4,2%,-8%,34%[activator]
CN(C)CCCNCCCNC(=O)/C=N/O,1,3%,6,-2%,x,5,-5,-9%,-17%,-10%
COc1cccc(NC(=O)c2cccc(C(=O)Nc3cccc(OC)c3)c2)c1,-2,x,-14,1%,-2%,6,4,3%,-1%,4%
Cc1cccc2cc(CN(CC3CCCO3)C(=O)c3ccco3)c3nnnn3c12 (stereo not drawn),1,5%,x,x,-5%,-4,x,-1%,0%,3%
COc1ccc(CCNC2CCC(c3ccccc3)CC2)cc1 (stereo not drawn),2,4%,21,x,32%,10,22,-2%,0%,20%
CCOc1ccccc1C(=O)NCc1ccc2c(c1)OCO2,6,0%,10,-40%,2%,-6,0,-9%,-17%,1%
Cn1cccc1C(=O)Nc1nccs1,3,0%,-10,-2%,-17%,-12,-10,-3%,u,17%
COc1ccc(-c2nnc(NC(=O)c3ccc(S(=O)(=O)N4CCc5ccccc5C4)cc3)o2)cc1,-1,-2%,-5,-3%,0%,-4,0,0%,-1%,-1%
COc1ccc(NCC(=O)N/N=C/c2ccc3c(c2)OCCO3)cc1,1,-1%,17,-1%[46.1 µM],-7%,2,-1,-4%,0%,18%
Cc1ccc(NC(=O)CSCC#N)cc1,-1,-2%,5,9%,3%,-4,7,1%,-1%,7%
CCCC(CCC)=NNc1ccc(S(=O)(=O)Nc2ccccc2OC)cc1[N+](=O)[O-],-5,-3%,15,3%[46.1 µM],-8%,-14,-3,1%,-1%,-3%
Cc1cccc(C(=O)N2CCN(c3ccc([N+](=O)[O-])c(N4CCOCC4)c3)CC2)c1,5,0%,22,-2%,-9%,0,4,1%,u,-12%
CNC(=O)C(C)NS(=O)(=O)c1ccc(F)cc1 (stereo not drawn),-1,-3%,1,-3%,1%,8,-91*,1%,u,8%
CCOC(=O)c1cnc2ccc(C(=O)OC)cc2c1Nc1ccc2c(c1)OCCO2,0,-1%,-9,-3%,2%,18,48,-4%,3%,2%
COc1ccccc1NC(=O)N1CCCC1C(=O)NCC1CCCO1 (stereo not drawn),-2,1%,5,7%,2%,2,2,-7%,2%,-5%
O=C(Nc1ccccc1-c1nc2ccccc2s1)c1cccnc1,5,0%,-4,-9%[46.1 µM],x,-7,-3,0%,6%,3%
CCOC(=O)CCCCCN1C(=O)c2cccc3cccc(c23)C1=O,0,3%,-26,0%,9%,-14,-8,-2%,u,-2%
Cc1cc2c3c(c1)C(C)(c1ccccc1)CC(C)(C)N3C(=O)C21C(C#N)=C(N)OC2=C1C(=O)CC(C)(C)C2 (stereo not drawn),-7,0%,-3,-1%,x,x,-2,-6%,u,1%
CCN(CC)S(=O)(=O)c1ccc(N2CCOCC2)c(NC(=O)COc2ccc(C#N)cc2)c1,0,-4%,11,1%,27%,0,4,3%,1%,-3%
CCOc1ccc(NC(=O)CCC(=O)c2ccc(-c3ccccc3)cc2)cc1,0,0%,3,1%[46.1 µM],-3%,13,4,1%,0%,2%
O=C(O)c1cnccn1,-1,-1%,4,4%,-1%,-2,-10,-3%,2%,9%
O=C(Nc1ccccc1)Nc1ccccc1C(=O)NCc1ccccc1,-1,-2%,5,-2%,2%,-10,-3,4%,u,11%
COCCNC(=O)/C(C#N)=C/c1cc(Br)c(O)c(OC)c1,0,11%,4,-9%,-15%,-9,26,-7%,0%,23%
CCOC(=O)CN1C(c2ccccc2O)Nc2ccc(Br)cc2C1c1ccccc1 (stereo not drawn),-10,1%,-1,-2%[46.1 µM],1%,6,-2,4%,u,15%

# Compound profiles, from the list above. Values in the order: Coupling enz	GALK inhibitor	Giardia killer	TCR activator	AT treatment	TSHR antag	KCNH2 WT inh	Tb PFK block	Chronic BCR inh	MLL CXXC-DNA inh
# Cc1ccc(NC(=O)CSCC#N)cc1 as listed: -1	-2%	5	9%	3%	-4	7	1%	-1%	7%
# CNC(=O)C(C)NS(=O)(=O)c1ccc(F)cc1 (stereo not drawn) as listed: -1	-3%	1	-3%	1%	8	-91*	1%	u	8%

# Going on with the list.
SMILES,Coupling enz,GALK inhibitor,Giardia killer,TCR activator,AT treatment,TSHR antag,KCNH2 WT inh,Tb PFK block,Chronic BCR inh,MLL CXXC-DNA inh
O=C(CN(C(=O)c1csnn1)c1ccc(F)c(Cl)c1)NC1CCCCC1,2,0%,1,-1%,2%,-4,-9,-3%,-7%,-3%
O=C(c1ccccc1Sc1ccccc1[N+](=O)[O-])N1CCCCC1,1,0%,13,9%,-1%,10,-2,-4%,25%,-1%
O=C(CSc1nc(-c2cccs2)cc(C(F)(F)F)n1)Nc1cc(OCC(F)(F)F)cc([N+](=O)[O-])c1,-2,0%,0,2%[46.1 µM],7%,-13,-25,0%,-1%,9%
O=C(Nc1ccc([N+](=O)[O-])cc1)/C(=C/c1cccc([N+](=O)[O-])c1)NC(=O)C1CCCCC1,1,-3%,-11,-6%,5%,-2,u,-2%,3%,22%
O=S(=O)(c1cccc2cccnc12)N1CCc2ccccc21,-15,0%,10,0%,15%,1,16,2%,-7%,-3%
COc1ccc(/C=C/C(=O)N2CCN(c3ccccc3)CC2)cc1S(=O)(=O)N1CCOCC1,0,0%,-5,-3%,16%,-13,-13,-6%,-3%,-7%
O=C(CNC(=O)c1sc2ccccc2c1Cl)NC1CC1,x,-6%,-15,3%,-1%,5,-15,4%,u,8%
O=C(Cn1c(=O)n(-c2ccc(F)cc2)c(=O)c2sccc21)N1CCCC1,3,-1%,11,-8%,1%,0,7,3%,-5%,0%
COc1ccc(CCN=C(N)NS(=O)(=O)c2ccc(F)cc2)cc1,4,4%,-15,-4%,1%,-10,-3,-4%,-10%,8%
O=C1CC(C(=O)Nc2ccc(Cl)cc2)n2ncnc2N1 (stereo not drawn),0,0%,-6,-3%,5%,0,1,0%,0%,5%
OC1CCCC1,x,x,31[activator],56%,2%,4,-7,2%,-4%,x
CCn1c(-c2csc(-c3ccc(Cl)cc3)n2)n[nH]c1=S,2,2%,11,0%,-7%,8,-5,1%,15%,-2%
Cc1c(NC(=O)C(=O)/C=C(\O)c2ccc(Br)cc2)c(=O)n(-c2ccccc2)n1C,6,2%,2,-3%[46.1 µM],0%,-4,-2,-1%,11%,11%
CCOc1ccc(NC(=O)CC2C(=O)N(c3ccccc3)C(=O)N2Cc2ccccn2)cc1 (stereo not drawn),1,-2%,-5,5%,-2%,6,1,2%,u,-2%
CCn1nnnc1SCC(=O)c1ccc(C)cc1,-1,1%,2,-8%[46.1 µM],x,-12,-5,1%,12%,2%
C=CCNC(=O)/C(=C/c1cccc([N+](=O)[O-])c1)NC(=O)c1ccccc1,6,-6%,2,-8%,-9%,3,-19,2%,5%,6%
O=c1cc(CN2CCN(Cc3ccccc3)CC2)c2ccc(O)c(O)c2o1,-23,-2%,2,-4%,-7%,-4,23,-6%,-3%,u
COC(=O)c1sc(NC(=O)CSc2n[nH]c(N)n2)c(C(=O)OC)c1C,0,9%,-9,-7%,-4%,3,3,-2%,u,6%
Cc1nn(CC(=O)Nc2cc(S(=O)(=O)N(C)C)ccc2Cl)c(C)c1[N+](=O)[O-],1,1%,-9,1%[46.1 µM],4%,11,5,0%,-6%,7%
O=[N+]([O-])c1ccc(Sc2cccc3cccnc23)cc1,-42*,0%,-2,-69%,-4%,-11,-1,2%,u,0%
CC(C)(C)NC(=O)C(c1ccc(F)cc1)N(Cc1ccco1)C(=O)Cn1nnc(-c2cccs2)n1 (stereo not drawn),1,0%,-10,6%[46.1 µM],x,-1,2,-1%,12%,-11%
O=C1CC(c2ccccc2)CC(O)=C1C=Nc1ccc(Cl)cc1 (stereo not drawn),1,1%,3,0%,-3%,3,x,-1%,2%,7%
